High-throughput results (PubChem BioAssay)
GPR151 ag: activates the human receptor GPR151. Q8TDV0. PathHunter beta-arrestin GPR151 cells, luminescence. activation, % at 11.2 µM. 1% of 650,000 active; in the data active = activation above about 4.9%;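 note: 0% = median of compound wells and 100% = cells with positive control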
Target sequence (Q8TDV0 whole entry, looked up): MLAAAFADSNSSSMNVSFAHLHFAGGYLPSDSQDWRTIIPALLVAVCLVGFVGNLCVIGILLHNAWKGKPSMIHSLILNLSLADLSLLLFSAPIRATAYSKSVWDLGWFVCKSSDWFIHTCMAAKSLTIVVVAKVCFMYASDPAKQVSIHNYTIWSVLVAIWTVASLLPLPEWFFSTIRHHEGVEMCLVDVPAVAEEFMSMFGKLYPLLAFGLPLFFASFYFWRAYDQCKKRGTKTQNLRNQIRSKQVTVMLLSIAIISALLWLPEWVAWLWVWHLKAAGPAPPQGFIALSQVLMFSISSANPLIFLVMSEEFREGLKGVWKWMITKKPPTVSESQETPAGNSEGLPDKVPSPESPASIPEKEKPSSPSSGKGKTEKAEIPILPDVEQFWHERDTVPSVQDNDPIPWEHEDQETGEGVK
MITF inh: blocks human microphthalmia-associated transcription factor | inhibition, % at 2.6 µM | AlphaScreen MITF homodimerization, bead proximity signal | 0.91% of 650,000 active | O75030; in the data active = inhibition above about 50%;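 note: 0% = vehicle wells with protein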
Target sequence (O75030 whole entry, looked up): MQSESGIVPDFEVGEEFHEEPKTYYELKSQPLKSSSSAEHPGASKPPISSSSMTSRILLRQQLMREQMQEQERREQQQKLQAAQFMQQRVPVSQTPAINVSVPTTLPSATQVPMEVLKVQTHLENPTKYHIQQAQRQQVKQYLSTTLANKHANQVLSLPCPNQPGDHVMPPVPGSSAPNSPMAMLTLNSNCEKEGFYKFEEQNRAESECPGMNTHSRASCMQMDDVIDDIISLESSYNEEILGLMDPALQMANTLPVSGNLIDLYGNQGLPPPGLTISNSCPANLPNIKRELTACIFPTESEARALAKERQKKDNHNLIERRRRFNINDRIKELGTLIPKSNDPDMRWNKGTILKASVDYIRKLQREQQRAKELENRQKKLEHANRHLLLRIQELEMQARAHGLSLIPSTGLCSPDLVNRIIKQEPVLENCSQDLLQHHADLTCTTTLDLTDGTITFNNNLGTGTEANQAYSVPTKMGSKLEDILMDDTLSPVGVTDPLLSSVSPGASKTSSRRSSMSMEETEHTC
TEAD-YAP inh: TEAD-YAP interaction inhibition; HEK-TIYL cells, TEAD-Gal4/YAP UAS-luciferase luminescence; inhibition, % at 9.12 µM; 1.4% of 640,000 active; in the data active = inhibition above about 32%;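 note: 0% = median of test compound wells and 100% = reference inhibitor wells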
FBW7 activator: activators of human E3 ligase FBW7. Q969H0. AlphaScreen FBW7–phospho-cyclin E peptide binding, activator screen. normalized activity (activation), % at 26.1 µM. 0.13% of 650,000 active; in the data active = normalized activity above about 1.9%;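 note: purified mutant Fbw7 with reduced substrate affinity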
An asterisk follows results filed as active; / = not tested or not shown; & = joins results of further samples.

SMILES	GPR151 ag	MITF inh	TEAD-YAP inh	FBW7 activator
COc1ccc(Cn2c(CCC(=O)Nc3ccccc3)nc3cccnc32)cc1	-0.9	-1	-7	0.0
CCCCc1ccc(C2=N/C(=C\c3ccc(OC(C)=O)cc3)C(=O)O2)cc1	-1.8	12	2	0.1
Cn1c(=O)[nH]c(=O)c2c1nc(Br)n2CCC(=O)O	0.1	10	1	-0.5
COc1cc(C2NC(=O)NC(C)=C2C(=O)OCCc2ccccc2)cc(OC)c1OC (centres undefined)	1.0	11	4	-0.1
OCc1ccc(CN2CCC(CO)(Cc3ccc(Cl)cc3)CC2)o1	0.9	3	10	-0.2
Cc1ccc(NCc2ccccc2O)cc1C#N	0.1	14	-6	0.1
Nc1ccc2nc(SCC(=O)Nc3ccc(F)c([N+](=O)[O-])c3)sc2c1	-0.1	4	-28	-0.1
COc1ccc(N2C(=O)C3CCCCC3C2=O)cc1NC(=O)c1ccc(Cl)cc1Cl (centres undefined)	0.5	76*	8	-0.1
COC(=O)C1=CN(Cc2ccc(OC)c(OC)c2)C=C(C(=O)OC)C1c1cc(Br)c(OC)c(OC)c1	-0.4	1	-26	0.2
CCOC(=O)CCC(=O)NCc1ccc2[nH]c(C)cc2c1	-0.1	2	-1	0.0
CCN(CC)c1nc(NCCCN2CCCC2=O)nc(NCc2cccnc2)n1	-0.4&1.8	-1&2	3&-1	0.1&0.1
COC(=O)c1ccc(C(=O)OC)c(NC(=O)CSc2ccc([N+](=O)[O-])cn2)c1	1.3	-1	5	-0.3

Next part, starting with the last 6 of the part before.
SMILES	GPR151 ag	MITF inh	TEAD-YAP inh	FBW7 activator
Nc1ccc2nc(SCC(=O)Nc3ccc(F)c([N+](=O)[O-])c3)sc2c1	-0.1	4	-28	-0.1
COc1ccc(N2C(=O)C3CCCCC3C2=O)cc1NC(=O)c1ccc(Cl)cc1Cl (centres undefined)	0.5	76*	8	-0.1
COC(=O)C1=CN(Cc2ccc(OC)c(OC)c2)C=C(C(=O)OC)C1c1cc(Br)c(OC)c(OC)c1	-0.4	1	-26	0.2
CCOC(=O)CCC(=O)NCc1ccc2[nH]c(C)cc2c1	-0.1	2	-1	0.0
CCN(CC)c1nc(NCCCN2CCCC2=O)nc(NCc2cccnc2)n1	-0.4&1.8	-1&2	3&-1	0.1&0.1
COC(=O)c1ccc(C(=O)OC)c(NC(=O)CSc2ccc([N+](=O)[O-])cn2)c1	1.3	-1	5	-0.3
O=c1oc(-c2cc3ccccc3o2)nc2sc3c(c12)CCCC3	1.5	-1	4	0.1
COc1ccc(OC)c(C2NC(c3cc(OC)ccc3OC)C(C)C(C)(O)C2C)c1 (centres undefined)	-0.5	21	-6	0.7
O=C(Cc1ccccc1)OCCN1C(=O)c2cccc3c(N4CCCCC4)ccc(c23)C1=O	-1.2	-2	-4	0.1
CC(C)C[C@H]1NC(=O)[C@@H]2C[C@H](NC(=O)Nc3cccc(F)c3)CN2C1=O	-1.3	5	-4	0.0
COc1ccc(C(=O)NNC(=O)COc2ccc(Br)cc2)cc1OC	-1.0	3	-6	-0.1
COc1ccc(Br)cc1C(=O)NC(=S)Nc1ncccc1O	0.0	9	-12	-0.4
Cn1c(=O)[nH]c(=O)c2c1nc(N1CCCCCC1)n2CCO	-1.3	-2	-3	-0.1
Cc1cc(N=Cc2nc(-c3ccccc3)oc2O)no1	-0.4	7	0	0.1
Cc1cccc(N(C(=O)c2ccccn2)C2(C(=O)Nc3c(C)cccc3C)CCCC2)c1	0.0	19	-10	0.4
O=C(c1cccn2c(=O)c3cc4ccccc4cc3nc12)N1CC=C(c2ccccc2)CC1	1.2	1	-17	0.0
O=C(Nc1ccc2c(c1)OCO2)Nc1cnn(Cc2ccc(Br)cc2)c1	-0.5	2	0	-0.2
Cc1ccc(C(=O)c2cc(F)c(F)cc2Cl)cc1C	-1.4	-10	-1	-0.1
CC(C)c1ccc(C2C3CN(C(C)C)CC=C3C(C#N)=C(N)C2(C#N)C#N)cc1 (centres undefined)	0.6	3	5	-0.4
COc1cccc(NC(=O)N2CCC3(CC2)OCc2cccc(OC)c2O3)c1	-0.2	6	-8	-0.2
CCc1cccc(NC(=O)C2CCCN(S(=O)(=O)c3ccc4[nH]c(=O)ccc4c3)C2)c1 (centres undefined)	0.7	-9	-8	-0.2
Cc1ccc(C2C(C#N)=C(N)Oc3n[nH]c(C(C)(C)C)c32)o1 (centres undefined)	-0.8	8	-10	-0.4
Cc1ccccc1NC(=O)CSc1nnc(NCc2ccccc2)s1	1.5	10	-1	0.1
CCOC(=O)CSc1nnc(CNC(=O)C23CC4CC(CC(C4)C2)C3)n1Cc1ccccc1	2.0	0	2	0.1
COc1ccc(-c2cnc3c(n2)[nH]c(=O)n3Cc2ccccn2)cn1	-1.3	8	2	-0.1
COc1ccc(C(=O)/C=C\Nc2ccc(Cl)cn2)cc1	0.0	7	-51	0.0
COc1cc2ccccc2cc1C(=O)Nc1n[nH]c(=S)s1	-0.4	7	-23	0.0
COc1cccc(C(=O)NCc2ccc(C)cc2)c1OC	0.0	8	-36	0.0
COCCN1C(=O)C2C(C(=O)Nc3cccc(SC)c3)C3C=CC2(O3)C1C(=O)NC1CCCCC1 (centres undefined)	-0.6	-11	-10	-0.1
O=c1[nH]nc(-c2nccc3ccccc23)o1	-0.1	11	-7	0.0
NS(=O)(=O)c1ccc(NC(=O)CSc2nc(-c3ccccc3)cc(=O)[nH]2)cc1	0.6	3	3	0.0
Cc1ccc(NC(=O)c2ccc(C(=O)Nc3ccc(C)c(Cl)c3)cc2)cc1Cl	0.5	4	7	-0.1
CSc1nnc(SCC(=O)N2CCc3ccccc32)s1	-0.9	1	-42	0.1
O=C(Nc1ccc2c(c1)OCO2)c1ccccc1Cl	-4.5	-2	-28	0.1
CC1SCC(=O)N(CC(=O)Nc2ccc([N+](=O)[O-])cc2)C1=O (centres undefined)	-2.0	9	14	0.5
CCOC(=O)C1=C(c2ccccc2)N=c2s/c(=C\c3ccccc3F)c(=O)n2C1c1cccc(OC)c1OC (centres undefined)	0.2	6	-8	-0.2
COc1ccc(NC(=O)c2cc(OC)cc(OC)c2)cc1	-8.5	3	-22	0.4
CCS(=O)(=O)CCSc1nc2ccccc2o1	-0.4	15	6	-0.1
O=C1NC2(CCCCCC2)N=C1c1ccc(F)cc1	-0.5	-4	-2	-0.1
CN(Cc1ccccc1)C(=O)c1nn2c(C(F)(F)F)cc(-c3ccco3)nc2c1Cl	2.1	-2	-15	-0.1
CCOC(=O)c1c(-c2ccccc2)csc1NC(=O)CCCCC(=O)Nc1scc(-c2ccccc2)c1C(=O)OCC	-0.6	4	0	0.0
COc1ccc(-c2cc3ccccc3c(=S)n2C)cc1	0.1	4	-10	0.0
CN1C(=O)/C(=C/c2cn(CC(N)=O)c3ccccc23)c2ccccc21	0.7	5	3	0.1
CC12CCC(=O)C=C1CCC1C2C2CC3(C(O)O2)C(C(=O)CO)CCC13 (centres undefined)	2.6	10	-6	0.1
CC1=C(C(=O)OCc2ccccc2)C(c2ccc(Cl)c([N+](=O)[O-])c2)n2nnnc2N1 (centres undefined)	-0.9	6	3	-0.1
COc1ccc(-n2c(SCc3ccc(C)cc3)nc3cc(C(=O)NCc4ccco4)ccc3c2=O)cc1OC	0.2	-13	-5	-0.1
Cc1cc(C(=O)COc2cccnc2[N+](=O)[O-])c(C)n1Cc1cccs1	-0.3	12	4	-0.1
CC(C)CNC(=O)CCn1c(=O)sc2ccccc21	0.4	15	-6	0.0
CC(O)CNc1nc2c(c(=O)n(C)c(=O)n2C)n1Cc1ccc(Cl)c(Cl)c1 (centres undefined)	0.0	-4	1	-0.3
CCOCCCNC(=S)NCCNc1nc2c(C)c(C)ccc2cc1C#N	-0.8	-1	-5	-0.2
Cc1cccc(NC(=O)CNC(=O)COC(=O)c2ccc(C(C)(C)C)cc2)c1C	-1.3	15	5	0.4
Cc1c(C(=O)N2CCc3ccccc3C2)oc2ccccc12	-1.2	-7	-54	-0.1
COc1ccc(OC)c(C2CC(=O)N3CN(Cc4ccco4)CSC3=C2C#N)c1 (centres undefined)	-0.3	-6	-6	-0.2
Cc1ccc(NC(=O)N[C@H]2C[C@H]3C(=O)N[C@H](CC(C)C)C(=O)N3C2)cc1Cl	0.0	-8	-3	0.1
CCOc1ccc2c(c1)c1nnc(SCC(=O)N3CCCC3)nc1n2C	1.3	-3	2	0.6
Cc1ccc(CNC(=O)CC2C(=O)NCCN2Cc2ccccc2C)s1 (centres undefined)	0.6	17	-2	0.1
O=C(Nc1cccnc1)c1ccc([N+](=O)[O-])o1	4.9	3	-9	0.0
Cc1cc(CN2CCc3nc(N4CCCC(C)C4)[nH]c(=O)c3C2)c(C)n1CC1CCCO1 (centres undefined)	-0.3	-8	-10	-0.5
CCOc1ccc(N2CCc3c2nc2ccc(Br)cc2c3N)cc1	-1.1	31	0	-0.1
COC(=O)c1nnn(CC(=O)Nc2cc(C)cc(C)c2)c1C(=O)OC	-1.4	4	5	0.4
Cc1ccc(NC(=S)N(CCCN2CCOCC2)Cc2cccs2)cc1Cl	2.0	15	-7	0.7
COc1ccc(CNC(=O)N2CCN(Cc3nnnn3-c3ccccc3)CC2)cc1OC	-1.4	-9	4	0.1
Cc1ccc(C)c(OCCN2CCOCC2)c1Cl	-0.5	10	8	0.9
CC(C)=CCC/C(C)=C/CO/N=C1\C[C@@H](O)[C@@H](O)[C@@H]2[C@@H]3C(=O)N(C[C@@H]4CCCO4)C(=O)[C@@H]3CC[C@@H]12	0.8	1	/	-0.1
CCOC(=O)c1ccc(NC(=O)CC(O)(C(F)(F)F)C(F)(F)F)cc1	-2.3	12	-21	0.3
O=C(COc1ccc(Br)cc1)Nc1cccc(Cl)c1	0.0	20	-23	0.2

(further entries)
SMILES	GPR151 ag	MITF inh	TEAD-YAP inh	FBW7 activator
Cc1cc(Cl)ccc1OC(C)C(=O)Nc1ccc(S(N)(=O)=O)cc1 (centres undefined)	-1.5	8	-2	0.2
Cn1cnnc1Sc1cc(N2CCN(CCO)CC2)ccc1[N+](=O)[O-]	1.1	-9	-6	-0.1
Cc1ccc(CN2CCc3nnc(CCNC(=O)COc4ccccc4)n3CC2)o1	1.5	-2	3	0.2
Cc1ccc2nc(Cl)c3cc(C(=O)N4CCN(c5ncccn5)CC4)sc3c2c1	-0.5	-3	1	0.0
CCN(CC)C(=O)CN(Cc1ccc(Cl)c(Cl)c1)S(=O)(=O)c1ccccc1	0.4	6	8	0.1
CCS(=O)(=O)Nc1cccc(-c2cn3c(C)csc3n2)c1	0.6	-9	-2	-0.1
Cc1c(Cl)cccc1S(=O)(=O)Nc1ccc(CC(=O)N2CCCC2)cc1	0.2	4	-2	0.0
COc1c(O)ccc(C2NC(=S)NC(C)=C2C(=O)Nc2cccc(C)c2)c1[N+](=O)[O-] (centres undefined)	-1.0	28	-3	0.3

Single records (already shown). Values in the order: GPR151 ag, MITF inh, TEAD-YAP inh, FBW7 activator
Cc1ccc(CN2CCc3nnc(CCNC(=O)COc4ccccc4)n3CC2)o1 as listed: 1.5, -2, 3, 0.2
Cn1cnnc1Sc1cc(N2CCN(CCO)CC2)ccc1[N+](=O)[O-] as listed: 1.1, -9, -6, -0.1
Cc1c(Cl)cccc1S(=O)(=O)Nc1ccc(CC(=O)N2CCCC2)cc1 as listed: 0.2, 4, -2, 0.0
COc1c(O)ccc(C2NC(=S)NC(C)=C2C(=O)Nc2cccc(C)c2)c1[N+](=O)[O-] (centres undefined) as listed: -1.0, 28, -3, 0.3
CCS(=O)(=O)Nc1cccc(-c2cn3c(C)csc3n2)c1 as listed: 0.6, -9, -2, -0.1
